# Screening data deposited in PubChem BioAssay by several laboratories.
# RGS4 pot = RGS4 potentiators or activators, primary screen, cell-based, HEK293 M3R inducible RGS4, calcium flux. AID 463111, 2010. B-score at 10 µM. 0.92% of 310,000 active. carbachol calcium flux Fluo4; hits give low values;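 active = B-score of the integrated calcium signal more than 4 SD below the library mean, with starting fluorescence not abnormally high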;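 also: negative B-score means reduced calcium response which marks RGS4 activation or potentiation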
#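 Test system: HEK293 cells with stable M3R and inducible RGS4; also added: carbachol at ECmax as muscarinic agonist stimulus; schedule: dye loading 30 min 37 °C, buffer rest 30 min RT; technique: kinetic calcium fluorescence imaging with Fluo4-AM dye, 2 µM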
# RGS4 block = RGS4 inhibitors, primary screen, cell-based, HEK293 M3R inducible RGS4, calcium flux; 0.45% of 310,000 active; B-score at 10 µM; Fluo-4 calcium flux; hits give high values; triggered by carbachol at its EC20;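 active = B-score, a plate-corrected calcium signal, over three deviations above library mean, with baseline fluorescence within five deviations of library mean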;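 also: RGS4 expression induced by doxycycline in cells with stable M3 receptor; B-score is computed from the integrated fluorescence ratio over baseline after carbachol; higher B-score means a larger calcium signal and so more RGS4 inhibition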
# HDAC3 inhib = HDAC3 deacetylase inhibitors, primary screen, biochemical, fluorescence, cell-free homogeneous | recombinant HDAC3, fluorogenic peptide/trypsin coupled | inhibition, % at 8.3 µM | Histone deacetylase 3 (Homo sapiens), O15379 | 0.15% of 320,000 active; in the data active = inhibition above about 26%, passing the limit was not always enough; inconclusive = no clear call, values can overlap the other calls
# KCNQ1 pot = potentiators or activators of KCNQ1 channel, primary screen, cell-based, thallium flux, high-throughput; AID 2648, 2010; 0.35% of 310,000 active; B-score at 10 µM; CHO-K1 KCNQ1, thallium flux FluxOR fluorescence; hits give high values;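 active = fluorescence ratio B-score, a plate-corrected score, at least three library SD, with initial intensity B-score within 5 SD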
#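 assay system = KCNQ1-transfected CHO-K1 cells | medium = assay buffer with matched DMSO | probe or stimulus = depolarizing K+/Tl+ stimulus, K2SO4 and Tl2SO4 each 12.5 mM in 5x stock | dosing = single dose | incubation = dye 90 min, compound 20 min, room temperature | detection = kinetic FluxOR fluorescence, 10 s baseline plus 110 s post-stimulus | evaluation = ratio B score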
# ANO1 block = TMEM16A chloride channel inhibitors, primary screen, cell-based, HTS | HEK293 TMEM16A/YFP iodide influx fluorescence, ionomycin | normalized B-score (activity score, 25-100; higher = stronger inhibition) at 10 µM | 1.2% of 310,000 active | Anoctamin-1 (Mus musculus), Q8BHY3;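 active = ratio plate-corrected score three or more library SD toward inhibition, starting fluorescence score within five deviations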;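 also: score derived from kinetic fluorescence span divided by baseline fluorescence per well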
# Target sequence (Q8BHY3 whole entry, looked up): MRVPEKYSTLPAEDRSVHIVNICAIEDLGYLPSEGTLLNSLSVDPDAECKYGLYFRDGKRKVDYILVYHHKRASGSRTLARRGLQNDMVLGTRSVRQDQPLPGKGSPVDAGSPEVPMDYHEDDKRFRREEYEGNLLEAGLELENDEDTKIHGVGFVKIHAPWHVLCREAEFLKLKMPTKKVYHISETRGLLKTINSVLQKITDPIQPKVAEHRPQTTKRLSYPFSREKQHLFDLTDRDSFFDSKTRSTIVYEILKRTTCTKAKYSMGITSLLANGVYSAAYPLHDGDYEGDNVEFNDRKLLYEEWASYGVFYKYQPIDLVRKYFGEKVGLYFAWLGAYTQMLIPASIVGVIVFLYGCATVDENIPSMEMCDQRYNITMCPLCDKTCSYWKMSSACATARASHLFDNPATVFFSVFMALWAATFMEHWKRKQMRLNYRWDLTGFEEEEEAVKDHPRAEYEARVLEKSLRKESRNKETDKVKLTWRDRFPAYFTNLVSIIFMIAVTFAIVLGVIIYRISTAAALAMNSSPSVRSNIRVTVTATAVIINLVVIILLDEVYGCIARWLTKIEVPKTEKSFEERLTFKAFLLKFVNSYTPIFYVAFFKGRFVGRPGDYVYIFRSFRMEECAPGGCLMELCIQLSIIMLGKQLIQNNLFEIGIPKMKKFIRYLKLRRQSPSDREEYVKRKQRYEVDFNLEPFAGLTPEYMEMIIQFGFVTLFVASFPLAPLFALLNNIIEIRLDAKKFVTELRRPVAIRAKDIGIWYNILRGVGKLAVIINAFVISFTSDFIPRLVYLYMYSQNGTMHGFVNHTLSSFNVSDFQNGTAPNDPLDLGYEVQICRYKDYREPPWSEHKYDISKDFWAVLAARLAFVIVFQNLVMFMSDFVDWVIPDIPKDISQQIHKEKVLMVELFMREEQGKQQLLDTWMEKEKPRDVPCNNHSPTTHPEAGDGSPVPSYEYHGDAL
# hERG protect = hERG rescue from dofetilide block, primary screen, cell-based, CHO-hERG, FluxOR thallium flux, dofetilide IC70; 0.51% of 310,000 active; Voltage-gated inwardly rectifying potassium channel KCNH2 (Homo sapiens), Q12809; dofetilide IC70 present; AID 1511, 2009; activation (rescue from dofetilide block), less the hit threshold, % at 10 µM;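 active = activation above the mean of controls blocked by dofetilide plus 5 SD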;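 also: thallium influx through hERG after potassium depolarization seen as dye fluorescence rise; in these data hits start at about 4.7%; inactives centre near -7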
# KCNK9 inh = KCNK9 potassium channel inhibitors, primary screen, HEK293 cells, thallium flux | Potassium channel subfamily K member 9 (Homo sapiens), Q9NPC2 | FluxOR thallium flux fluorescence; hits give low values | B-score at 10 µM | 1.2% of 310,000 active;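 active = ratio B-score over 3 SD below the library mean, with starting fluorescence within 5 SD of its mean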;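 also: negative B-score means less thallium flux so channel inhibition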
# KCNQ1 block = inhibitors of human KCNQ1 channel, primary screen, cell-based, thallium flux, high-throughput; Potassium voltage-gated channel subfamily KQT member 1 (Homo sapiens), P51787; CHO-K1 KCNQ1, FluxOR thallium flux fluorescence; hits give high values; B-score at 10 µM; 1.3% of 310,000 active; AID 2642, 2010;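 active = compounds whose thallium flux B-score, printed positive for inhibition, exceeds three library SD while starting fluorescence stays within three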;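 also: channel opened by potassium depolarization with thallium stimulus after 20 min compound exposure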
# ANO1 activ = TMEM16A chloride channel activators or potentiators, primary screen, cell-based, HTS; Anoctamin-1 (Mus musculus), Q8BHY3; HEK293 TMEM16A/YFP-H148Q/I152L, iodide quench fluorescence; hits give low values; B-score at 10 µM; 0.3% of 340,000 active;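 active = fluorescence-ratio B-score plate-corrected deviation score at least 3 library SD below zero, with starting fluorescence score within 5 deviations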;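 also: channel opened by trigger with iodide after compound preincubation; score built on the fluorescence ratio of max minus min over baseline; more negative score means more quench and so TMEM16A activation or potentiation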
# SKKanGAS inh = S. pyogenes SKKanGAS growth inhibitors in kanamycin, primary screen, streptokinase expression inhibitor project, SKKanGAS strain, BacTiter-Glo luminescence; inhibition, % at 7.5 µM; 1.3% of 300,000 active; 6 h;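 active = mean replicate score, as percent of positive control median, at least 50; inconclusive = mean below 50 but one replicate at or above 50; inactive = mean and every replicate below 50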;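 also: strain carries kanamycin resistance gene driven by streptokinase promoter and grows in 40 µg/ml kanamycin; loss of luminescence reflects streptokinase promoter inhibition or plain growth inhibition; 0% = median of DMSO wells and 100% = positive control at its reference dose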
# KCNK3 inh = human KCNK3 channel inhibitors, primary screen, CHO cells, FluxOR thallium flux, B-score; Potassium channel subfamily K member 3 (Homo sapiens), O14649; FluxOR fluorescence; hits give low values; B-score at 10 µM; 0.84% of 340,000 active; AID 602410, 2012;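 active = B-score under library mean minus 4 SD, starting fluorescence ratio at most library mean plus 5 SD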;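 also: more negative B-score means stronger inhibition of thallium flux through KCNK3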
# * marks the source's active call; other numbers are inactive results; i = inactive; u = inconclusive; x = no result given.
no.	Compound	ANO1 block	RGS4 block	KCNK9 inh	KCNK3 inh	hERG protect	HDAC3 inhib	SKKanGAS inh	RGS4 pot	ANO1 activ	KCNQ1 block	KCNQ1 pot
1	COc1ccc(OC)c(CCNC(=O)CN2C(=O)CC(C)(C)S(=O)(=O)c3ccccc32)c1	i	i	i	i	-6	6	-2	i	i	i	i
2	CCCCNC(=O)c1ccccc1C(=O)NCCCC	i	i	i	i	-12	-4	-3	i	i	i	i
3	COc1ccc(N2CC(C(=O)Nc3nc(-c4ccccc4)c(C(C)=O)s3)CC2=O)c(OC)c1 (stereo not drawn)	i	i	i	i	-14	2	-4	i	i	i	i
4	COc1ccc(S(=O)(=O)N2CCC(C(=O)N3CCCC3)CC2)cc1Cl	i	i	i	i	-5	6	-4	i	i	i	i
5	CCCCNC1=CC(=O)C(=O)c2ccccc21	i	i	i	i	1	-7	1	i	i	i	i
6	Cc1nn(C(C)C(=O)NCc2cccs2)c(=O)c2nn(-c3ccccc3)c(C)c12 (stereo not drawn)	i	i	i	i	-6	-2	-2	i	i	i	i
7	Cc1cc2nc(C)n(CCCN)c2cc1C	i	i	i	i	-11	8	7	i	i	i	i
8	CC(=O)c1c(C)[nH]c(C(=O)CSc2ccc(F)cc2)c1C	i	i	i	i	-9	-3	0	i	i	i	i
9	CCOC(=O)c1[nH]c(C)c(C(=O)OCC(=O)Nc2sc3c(c2C#N)CCCCC3)c1C	i	i	i	i	-8	1	-15	i	i	i	i
10	Cc1ccc(CC2CC(=O)N(c3cc(Cl)ccn3)C2=O)cc1 (stereo not drawn)	i	i	i	i	-8	2	5	i	i	i	i
11	O=C1NC2(CCCCC2)C(=O)N1Cc1cccc(C(F)(F)F)c1	i	i	i	i	-17	-4	-17	i	i	i	i
12	CCc1ccc(OC(C)C(=O)Nc2ccc(S(=O)(=O)Nc3cc(C)on3)cc2)cc1 (stereo not drawn)	i	i	i	i	-1	1	7	i	i	i	i
13	COc1ccc(Br)cc1S(=O)(=O)N1CCN=C1c1ccccc1	i	i	i	i	-11	0	1	i	i	i	i
14	CSCCC(NC(=O)c1ccc(=O)n(C)n1)c1nc2ccccc2[nH]1 (stereo not drawn)	i	i	i	i	-11	4	-4	i	i	i	i
15	COc1ccccc1/C=N/NC(=O)C(NC(=O)c1ccccc1)=C(C)C	i	i	i	i	-7	2	10	i	i	i	i
16	CCOc1ccc(C(C)NC(=O)c2ccccc2F)cc1 (stereo not drawn)	i	i	i	i	-2	-2	4	i	i	i	i
17	CC(C)Sc1nc2[nH]ncc2c(=O)[nH]1	i	i	i	i	-5	-10	-12	i	i	i	i
18	Cc1ccc2c(Cl)c(C(=O)NCCc3ccccc3)sc2c1	i	i	i	i	-7	-2	-20	i	i	i	i
19	CC(C)c1ccc(C(=O)NN2C(=O)C3CCCCC3C2=O)cc1 (stereo not drawn)	i	i	i	i	-5	-1	-6	i	i	i	i
20	CC(C)OCCCNC(=O)c1ccc(CS(=O)(=O)Cc2ccccc2F)o1	i	i	i	i	-10	2	-1	i	i	i	i
21	CSc1ccc(CCNC(=O)c2nn(C)c3c2CS(=O)(=O)c2ccccc2-3)cc1	i	i	i	i	-13	-8	8	i	i	i	i
22	CCOc1ccccc1NC(=O)CC(O)(C(F)(F)F)C(F)(F)F	i	i	i	i	-10	8	-1	i	i	6*	i
23	COC(=O)c1ccccc1Oc1cc(C(F)(F)F)nc(-c2ccccn2)n1	i	i	i	i	-4	2	-6	i	i	i	i
24	COCc1nnc(NS(=O)(=O)c2c(C)cc(C)cc2C)s1	i	i	i	i	-11	0	8	i	i	i	i
25	O=C(O)CSc1nnc(-c2cccnc2)n1Cc1ccccc1	i	i	i	i	0	-3	1	i	i	i	i
26	COc1cccc(C(=O)NCCS(=O)(=O)NCCc2ccc(OC)c(OC)c2)c1	i	i	i	i	-8	-7	-2	i	i	i	i
27	CN(C)C(=O)CCCc1nc(-c2ccc(Cl)cc2)no1	i	i	i	i	-7	0	-7	i	i	i	i
28	Cc1cccc(N2CCN(C(=S)Nc3ccc4nc(N5CCN(C)CC5)cc(C)c4c3)CC2)c1C	x	i	i	i	-7	x	-23	i	i	i	i
29	CC(CCc1ccccc1)NC(=O)c1ccc(Br)o1 (stereo not drawn)	i	i	i	i	-1	1	12	i	i	i	i
30	COc1ccc(NC(C)=O)cc1NC(=O)c1ccc2ccccc2c1	i	i	i	i	-15	0	-14	i	i	i	i
31	COc1ccccc1C(=O)Nc1ccccc1SC(=O)c1ccccc1OC	i	i	-13*	-9.4*	-20	12	22	i	i	i	i
32	CCN(CC)S(=O)(=O)c1ccc(NC(=S)NC(=O)C(C)C)cc1	i	i	i	i	-11	-6	-2	i	i	i	i
33	CSCCC(NS(=O)(=O)c1ccc2c(c1)oc(=O)n2C)C(=O)NC1CCCc2ccccc21 (stereo not drawn)	i	i	i	i	-5	-1	6	i	i	i	i
34	CCOC(=O)c1oc2ccccc2c1CN1CCOCC1	i	i	i	i	-4	-5	0	i	i	i	i
35	Cc1cc(NC(=O)Nc2ccc(C)c(C)c2)no1	i	i	i	i	-6	7	-12	i	i	i	i
36	CCC(OC(=O)C1=Cc2ccccc2OC1)C(=O)NC1CCCC1 (stereo not drawn)	i	i	i	i	-4	-2	0	i	i	i	i
37	CSc1ncc(C(=O)Nc2ccc(C)cc2C)c(C)n1	i	i	i	i	-2	-3	-1	i	i	i	i
38	c1ccc(-c2ccc(C3=Nn4c(nnc4-c4cc(-c5ccccc5)n[nH]4)SC3)cc2)cc1	i	i	i	i	-6	-6	26	i	i	i	i
39	CCCN1Cc2cccc(C(=O)NC(C)c3cccs3)c2C1=O (stereo not drawn)	i	i	i	i	-14	1	3	i	i	i	i
40	COc1ccc(CNC(=O)C2CCN(c3nccs3)CC2)cc1	i	i	i	i	-3	-4	-2	i	i	i	i
41	CCc1[nH]c(=O)[nH]c1C(C)S(=O)(=O)c1ccc(C)cc1 (stereo not drawn)	i	i	i	i	-6	8	x	i	i	i	i
42	CCN(Cc1ccccc1)S(=O)(=O)c1ccc(S(=O)(=O)N2CCN(C)CC2)cc1	i	i	i	i	-2	-6	-16	i	i	i	i
43	O=C(CCS(=O)(=O)c1ccc(Cl)cc1)N1CCN(c2ccccc2F)CC1	i	i	i	i	-11	3	-14	i	i	i	i
44	CCC(C(=O)NCCCN1CCN(CC)CC1)n1nc(C)n2c(cc3occc32)c1=O (stereo not drawn)	i	i	i	i	-6	5	1	i	i	i	i
45	CN(C(=O)c1cnc2n(c1=O)CCS2)C1CCCCC1	i	i	i	i	-8	9	-3	i	i	i	i
46	CN(C)CCn1c2c(c(SCC(=O)Nc3ccccc3C(F)(F)F)nc1=O)CCCC2	i	i	i	i	-15	u	-17	i	i	i	i
47	CCOC(=O)c1[nH]c(C)c(C(=O)N2CCN(c3ccccc3)CC2)c1C	i	i	i	i	-9	-11	-13	i	i	i	i
48	COC(=O)c1ccc(C(C(=O)NC2CCCCC2)N(Cc2ccccc2)C(=O)Cc2cccs2)cc1 (stereo not drawn)	i	i	i	i	-8	4	17	i	i	i	i
49	Cn1c(SCc2c(Cl)cccc2Cl)nnc1-c1ccc2nonc2c1	i	i	i	i	-11	10	-3	i	i	i	i
50	O=S(=O)(Nc1ccc(Cl)nn1)c1ccccc1	i	i	i	i	-4	4	2	i	i	i	i

# (next part)
no.	Compound	ANO1 block	RGS4 block	KCNK9 inh	KCNK3 inh	hERG protect	HDAC3 inhib	SKKanGAS inh	RGS4 pot	ANO1 activ	KCNQ1 block	KCNQ1 pot
51	CCN=C1S/C(=C\c2ccc(OCC)c(OC)c2)C(=O)N1CC	i	i	i	i	-6	5	-8	i	i	i	i
52	CCCCC(C(=O)OCC)C(N)Cc1ccc(F)cc1 (stereo not drawn)	i	i	i	i	-5	-4	-9	i	i	i	i
53	Cn1c(N)c(C(=O)COC(=O)CCCc2nc3ccccc3s2)c(=O)n(C)c1=O	i	i	i	i	-7	-1	3	i	i	i	i
54	CCOC(=O)C(CC)Sc1nc2c(c(=O)[nH]c(=O)n2C)n1C/C=C(/C)Cl (stereo not drawn)	i	i	i	i	-7	-4	-7	i	i	i	i
55	Cc1c(-c2ccccc2)nc2ccccc2c1C(=O)O	i	i	i	i	-13	2	-16	i	i	i	i
56	Clc1ccc(SCCn2ccnc2)cc1	i	i	i	i	-5	-9	1	i	i	i	i
57	O=C(Nc1ccccc1Cl)c1ccc(S(=O)(=O)NCC2CCCO2)cc1 (stereo not drawn)	i	i	i	i	-6	-2	-2	i	i	i	i
58	O=C(CN1C(=O)COc2ccc(Cl)cc21)N1CCc2ccccc21	i	i	i	i	-7	-10	-5	i	i	i	i
59	CN(C)c1cccc(C(=O)OCc2cc(=O)oc3cc(O)ccc23)c1	i	i	i	-9*	-16	-28	42	i	i	i	i
60	O=C(Nc1ccc(OC(F)(F)F)cc1)Oc1ccccc1N1CCOCC1	i	i	i	i	-8	6	-1	i	i	6*	i
61	CCN(C(=O)C1CCN(S(=O)(=O)c2ccc3c(c2)oc(=O)n3C)CC1)c1cccc(C)c1	i	i	i	i	-10	-4	-2	i	i	i	i
62	Cn1c(N/N=C/c2cccs2)nc2c1c(=O)n(Cc1ccccc1)c(=O)n2C	i	i	i	i	-23	-3	8	i	i	i	i
